Assay outcomes as filed in PubChem.
D1 potentiator – human D1 dopamine receptor positive modulation. AID 504651. potentiation, % at 10 µM. 360,000 tested, 0.036% active. P21728. HEK293 TREx D1 cells, calcium flux, dopamine EC20 potentiation; in the data active = potentiation above about 30%; also: 0% is about no effect
D1 antagonist – antagonists of human D1 dopamine receptor; P21728; HEK293 TREx D1 cells, calcium flux, dopamine EC80; hits give low values; activity change, negative = inhibition, % at 10 µM; 360,000 tested, 3.2% active; AID 504652; in the data active = activity change below about -30%; also: % is scaled to controls: 0 for no effect and ±100 for the full control effect
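Inducible Hek293 Trex D1 cells (tetracycline, overnight, 30 C). Calcium dye 30–90 min RT. Antagonist mode: EC80 dopamine added after 180 s compound read.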
TRHR agonist – TRH receptor (human) agonism. P34981. TRHR cells, calcium flux fluo-8, FDSS agonist mode. activation, % at 2 µM. 360,000 tested, 0.18% active; also: 0% is about no effect
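Steps: seed TRHR cells overnight; add fluo-8 no-wash Ca dye, RT 30 min–1.5 h; record 10 s baseline; pin-transfer compounds; monitor fluorescence 1 cycle/s for the agonist window. Calcium increases flag candidate agonists.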
D2 PAM – positively modulates the human D2 dopamine receptor allosterically; potentiation, % at 10 µM; HEK293 T-REx D2, calcium flux, EC20 dopamine potentiation; P14416; 340,000 tested, 0.34% active; AID 485347;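 active = potentiation over 3 SD above the plate norm, cut at about 30% in these data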; also: 0% is about no effect
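Cells plated with tetracycline inducer and held overnight at 30 C; calcium dye loaded 30–90 min at room temperature; baseline taken, compound added and read 180 s; EC20 dopamine then added and read 180 s.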
RXFP1 antagonist – antagonists of human relaxin receptor RXFP1; HEK293-RXFP1, relaxin-stimulated cAMP HTRF, 30 min; hits give low values; 350,000 tested, 0.59% active; activity change, negative = inhibition, % at 57.5 µM;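 active = activity change of -60% or lower, but not beyond a set lower limit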; also: % is scaled to controls: 0 for no effect and ±100 for the full control effect
Target sequence (Q9HBX9 whole entry, looked up): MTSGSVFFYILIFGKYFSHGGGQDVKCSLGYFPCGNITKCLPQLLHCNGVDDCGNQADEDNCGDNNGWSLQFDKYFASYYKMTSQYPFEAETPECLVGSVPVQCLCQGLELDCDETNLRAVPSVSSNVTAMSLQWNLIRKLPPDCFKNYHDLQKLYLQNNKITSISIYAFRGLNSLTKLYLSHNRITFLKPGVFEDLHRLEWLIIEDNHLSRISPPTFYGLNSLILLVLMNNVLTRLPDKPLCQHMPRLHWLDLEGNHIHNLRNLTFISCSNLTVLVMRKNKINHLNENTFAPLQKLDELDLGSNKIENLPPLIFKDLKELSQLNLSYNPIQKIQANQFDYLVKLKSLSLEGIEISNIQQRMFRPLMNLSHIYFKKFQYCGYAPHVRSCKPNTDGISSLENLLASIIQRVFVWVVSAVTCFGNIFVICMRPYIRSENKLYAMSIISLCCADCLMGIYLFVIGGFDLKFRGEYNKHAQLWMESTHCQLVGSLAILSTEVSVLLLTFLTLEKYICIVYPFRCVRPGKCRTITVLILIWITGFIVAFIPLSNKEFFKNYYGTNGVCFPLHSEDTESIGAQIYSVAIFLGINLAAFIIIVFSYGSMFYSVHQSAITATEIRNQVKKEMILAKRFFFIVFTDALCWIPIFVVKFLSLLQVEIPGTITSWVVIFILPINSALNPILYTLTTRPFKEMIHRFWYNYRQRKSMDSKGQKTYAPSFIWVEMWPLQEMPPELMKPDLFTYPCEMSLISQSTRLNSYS
D2 agonist – agonists of human D2 dopamine receptor; HEK293 T-REx D2 cells, calcium flux agonist mode; activation, % at 2 µM; 340,000 tested, 0.53% active; AID 485358;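 active = activation over 3 SD above normal in the single-dose calcium agonist read, cut at about 30% in these data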; also: 0% is about no effect
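In this primary screen, compounds producing a positive calcium signal within 180 s of addition to tetracycline-induced, force-coupled HEK293 Trex D2 cells are flagged; cells are dye-loaded with a no-wash calcium kit beforehand.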
D1 ag – agonists of human D1 dopamine receptor; P21728; HEK293 T-REx D1 cells, calcium flux, agonist mode; AID 504660; 360,000 tested, 1% active; activation, % at 2 µM; also: 0% is about no effect
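Inducible HEK293 T-REx D1 cells, force-coupled to calcium signalling, were plated at 4000 cells/well with tetracycline and held overnight at 30 C. After no-wash calcium dye loading, compound-evoked calcium rise over 180 s flagged agonists.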
D2 antag – D2 dopamine receptor (human) antagonism; HEK293 TREx D2 cells, calcium flux, dopamine EC80; inhibition, % at 10 µM; 340,000 tested, 2% active; AID 485344; in the data active = inhibition above about 30%; also: 0% is about no effect
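Tetracycline-induced HEK293 T-REx cells expressing D2 force-coupled to calcium signalling were dye-loaded, exposed to compound for 180 s, then challenged with an EC80 of dopamine; calcium flux was followed kinetically for a further 180 s.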
TRHR PAM – allosterically enhances the human TRH receptor | P34981 | TRHR cells, fluo-8 calcium fluorescence, EC20 TRH enhancement | enhancement, % at 2 µM | 360,000 tested, 0.66% active | AID 493056; in the data active = enhancement above about 30%; also: 0% is about no effect
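Enhancer read-out: after compound pinning and an initial kinetic agonist-mode read, an EC20 of TRH (10 nM final) was injected and fluo-8 calcium signal (Ex 480/Em 530) followed at 1 s/cycle for 100 cycles in TRHR-expressing cells.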
Starred values were filed as active, the others as inactive; nt = no result given; & = joins results of further samples. Rule as the data show it, unless noted: active = activation above about 30%; inactive = the rest.

Start of the listing, in advance, 13 compounds:
nr | structure | D1 potentiator | D1 antagonist | TRHR agonist | D2 PAM | RXFP1 antagonist
1 | O=C(c1ccc(NS(=O)(=O)c2ccc(F)cc2)cc1)N1CCCCCC1 | 0 | 0 | -0.3 | 7 | 11
2 | Cc1onc(-c2ccccc2)c1C(=O)NCc1ccccc1F | 0 | -9 | -0.2 | 5 | -3
3 | CC(C)CC(NC(=O)C(CO)NC(=O)C1CCC(=O)N1)C(N)=O (configuration not stated) | -2 | -16 | -0.4 | 0 | -15
4 | CCN(Cc1ccccc1OC)CC1CCCN(CCc2cccc(OC)c2)C1 (configuration not stated) | -10 | -29 | 0.3 | 12 | -10
5 | O=C(NCc1ccco1)Nc1ccc([N+](=O)[O-])cc1 | -8&-5 | -28&-19 | -0.7&1.1 | -14&-9 | 6
6 | COC(=O)C(=CC(=CN(C)C)C=C(C(=O)OC)C(=O)OC)C(=O)OC | -3 | 1 | 0.8 | -5 | 5
7 | Cc1ccc(Cn2c(C3CCCN3c3nc(C)cs3)nc3cc(C(F)(F)F)ccc32)cc1 (configuration not stated) | -1 | -5 | -0.2 | 4 | nt
8 | O=C(NCc1cccc(Cl)c1)c1cnccn1 | 10 | -18 | 0.2 | 5 | 1
9 | Cc1ccc(Oc2ncc(CN3CCOCC3)s2)cc1 | 0 | 0 | 0.0 | -10 | -9
10 | COc1ccccc1C(=O)N/C(=C\c1ccc(Br)cc1)C(=O)NCCO | -3 | -1 | -0.2 | -4 | -12
11 | O=C(O)C1CCCCC1C(=O)NC1CCCCC1 (configuration not stated) | 2 | 10 | 0.1 | -4 | -18
12 | CC(C)(C)NC(=O)C1CCN(c2ccc(S(=O)(=O)N3CCOCC3)cc2Cl)CC1 | -4 | 4 | -0.2 | 12 | -16

nr | D2 agonist | D1 ag | D2 antag | TRHR PAM
1 | -0.1 | 12 | 11 | -3
2 | 0.2 | -1 | -24 | -4
3 | -1.5 | 3 | 3 | 1
4 | 0.5 | 3 | 2 | 2
5 | 0.7&1.5 | 7&13 | 1&2 | -6&-3
6 | -0.4 | 3 | 1 | -3
7 | -0.1 | 1 | -7 | -1
8 | 0.4 | 1 | 20 | -6
9 | 0.2 | 1 | 10 | -1
10 | -0.9 | 1 | 26 | -3
11 | 0.1 | 4 | 13 | -5
12 | 0.2 | 1 | -17 | -4

nr | structure | D1 potentiator | D1 antagonist | TRHR agonist | D2 PAM | RXFP1 antagonist
13 | CSc1ccc(S(=O)(=O)NCC(=O)OCC(=O)N2CCC(C)CC2)cc1[N+](=O)[O-] | -3 | -31* | -0.2 | -12 | 4

nr | D2 agonist | D1 ag | D2 antag | TRHR PAM
13 | 0.1 | 1 | 11 | 0

The listing, repeating the preview:
nr | structure | D1 potentiator | D1 antagonist | TRHR agonist | D2 PAM | RXFP1 antagonist
1 | O=C(c1ccc(NS(=O)(=O)c2ccc(F)cc2)cc1)N1CCCCCC1 | 0 | 0 | -0.3 | 7 | 11
2 | Cc1onc(-c2ccccc2)c1C(=O)NCc1ccccc1F | 0 | -9 | -0.2 | 5 | -3
3 | CC(C)CC(NC(=O)C(CO)NC(=O)C1CCC(=O)N1)C(N)=O (configuration not stated) | -2 | -16 | -0.4 | 0 | -15
4 | CCN(Cc1ccccc1OC)CC1CCCN(CCc2cccc(OC)c2)C1 (configuration not stated) | -10 | -29 | 0.3 | 12 | -10
5 | O=C(NCc1ccco1)Nc1ccc([N+](=O)[O-])cc1 | -8&-5 | -28&-19 | -0.7&1.1 | -14&-9 | 6
6 | COC(=O)C(=CC(=CN(C)C)C=C(C(=O)OC)C(=O)OC)C(=O)OC | -3 | 1 | 0.8 | -5 | 5
7 | Cc1ccc(Cn2c(C3CCCN3c3nc(C)cs3)nc3cc(C(F)(F)F)ccc32)cc1 (configuration not stated) | -1 | -5 | -0.2 | 4 | nt
8 | O=C(NCc1cccc(Cl)c1)c1cnccn1 | 10 | -18 | 0.2 | 5 | 1
9 | Cc1ccc(Oc2ncc(CN3CCOCC3)s2)cc1 | 0 | 0 | 0.0 | -10 | -9
10 | COc1ccccc1C(=O)N/C(=C\c1ccc(Br)cc1)C(=O)NCCO | -3 | -1 | -0.2 | -4 | -12

nr | D2 agonist | D1 ag | D2 antag | TRHR PAM
1 | -0.1 | 12 | 11 | -3
2 | 0.2 | -1 | -24 | -4
3 | -1.5 | 3 | 3 | 1
4 | 0.5 | 3 | 2 | 2
5 | 0.7&1.5 | 7&13 | 1&2 | -6&-3
6 | -0.4 | 3 | 1 | -3
7 | -0.1 | 1 | -7 | -1
8 | 0.4 | 1 | 20 | -6
9 | 0.2 | 1 | 10 | -1
10 | -0.9 | 1 | 26 | -3

The list continues.
nr | structure | D1 potentiator | D1 antagonist | TRHR agonist | D2 PAM | RXFP1 antagonist
11 | O=C(O)C1CCCCC1C(=O)NC1CCCCC1 (configuration not stated) | 2 | 10 | 0.1 | -4 | -18
12 | CC(C)(C)NC(=O)C1CCN(c2ccc(S(=O)(=O)N3CCOCC3)cc2Cl)CC1 | -4 | 4 | -0.2 | 12 | -16
13 | CSc1ccc(S(=O)(=O)NCC(=O)OCC(=O)N2CCC(C)CC2)cc1[N+](=O)[O-] | -3 | -31* | -0.2 | -12 | 4
14 | O=C(Cn1cc(C(=O)c2ccco2)c2ccccc21)Nc1ccccc1F | 3 | 11 | 0.1 | 0 | -7
15 | [2H]c1c([2H])c([2H])c(C(=O)c2sc(N3CCCCCC3)nc2-c2ccccc2)c([2H])c1[2H] | 7 | 4 | 0.6 | 6 | -13
16 | O=S1(=O)C=C(Oc2ccc(F)cc2)c2ccccc21 | -3 | 2 | 0.1 | 12 | 3
17 | Cc1cc(C)nc(OC(=O)c2c(Cl)cc(Cl)cc2Cl)n1 | -2 | -11 | -0.6 | 11 | -3
18 | CC1(C)CC(=O)c2sc(N3CCCCC3)nc2C1 | -5 | 1 | 0.0 | 6 | -11
19 | COc1cc(C(=O)Nc2ccc(Nc3ccccc3)cc2)cc(OC)c1OC | -4 | 4 | -2.1 | 12 | -7
20 | O=C(Nc1ccc(S(=O)(=O)N2CCCCC2)cc1)C1CC1 | -5 | -9 | 0.7 | 3 | -16

nr | D2 agonist | D1 ag | D2 antag | TRHR PAM
11 | 0.1 | 4 | 13 | -5
12 | 0.2 | 1 | -17 | -4
13 | 0.1 | 1 | 11 | 0
14 | -0.4 | 3 | 9 | 0
15 | -0.1 | 1 | 2 | -3
16 | 0.9 | -1 | 2 | -1
17 | -0.2 | 3 | -7 | 30*
18 | 0.3 | 1 | 4 | 2
19 | -1.2 | -1 | -9 | 8
20 | 0.1 | 2 | 4 | 13

(listing goes on)
nr | structure | D1 potentiator | D1 antagonist | TRHR agonist | D2 PAM | RXFP1 antagonist
21 | CN(c1ccc(C(=O)NC2CCCC2)cc1)S(=O)(=O)c1ccc(Cl)cc1 | -2 | -16 | -0.2 | 1 | 8
22 | CC12CC3(C)CC(C)(C1)CC(C(=O)NCc1cccnc1)(C2)C3 | 1 | 11 | -0.2 | 3 | -15
23 | COc1ccc(N2CC(O)=C(c3nc(-c4ccc(F)cc4)cs3)C2=N)cc1Cl | 0 | -10 | -1.2 | 12 | -2
24 | O=C(Nc1nccs1)c1ccc(-c2ccc(Cl)cc2Cl)o1 | -5 | -1 | 0.0 | -17 | -1
25 | CCC1(c2ccc(F)cc2)NC(=O)N(CC(=O)c2ccc[nH]2)C1=O (configuration not stated) | -8 | -19 | 2.5 | nt | -5
26 | O=C(CCC(=O)Nc1ccccc1)NNC(=O)c1cccs1 | 0 | -8 | 0.1 | 13 | 9

nr | D2 agonist | D1 ag | D2 antag | TRHR PAM
21 | -1.4 | 8 | -22 | -1
22 | 1.0 | 8 | 24 | 0
23 | 0.4 | 2 | 4 | 0
24 | 7.6 | 5 | 11 | 18
25 | 0.8 | 4 | 30* | -3
26 | -0.1 | 1 | -12 | -2
